Screening data: PubChem, National Center for Advancing Translational Sciences (NCATS)
MBNL1-CUG inh: blocks human MBNL1 binding to CUG repeat RNA. TR-FRET MBNL1-His/biotin-(CUG)12 binding, 665/545 ratio. AID 2675. Potency, µM (series often up to 57.5 µM), for inactives: top-dose activity change, negative = inhibition, actives largely listed as inhibitors. Q9NR56. hit rate 0.036% among 280,000; active = well fitted inhibition curve with a large enough effect in the signal ratio, with a control signal flat, not every such curve was filed as active; inconclusive = small, poorly fitted or top-dose-only effect, or effect the other way, or a change in a side signal; inactive = no such curve, though single readings can be large or run the other way; the % refers to the signal ratio; also: potency is read from the fitted curve at half-maximal effect; % is scaled to controls: 0 for no effect and ±100 for the full control effect
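MBNL1-His + Biotin-(CUG)12, cpd titration 92 nM–58 uM; Tb anti-His Ab 0.055 ng/ul, SA-XL665 5 nM (final); 60 min RT; ratiometric 665/545 nm, Ex 340 nm; normalized to buffer and full-complex controls.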
TSHR antag: antagonists of human thyroid stimulating hormone receptor | AID 504810 | TSHR-expressing cells, TSH-stimulated cAMP HTRF, 2 h; hits give low values | P16473 | hit rate 0.2% among 330,000 | activity change, negative = inhibition, % at 11.5 µM;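 active = activity change below a set negative limit, meaning inhibition stronger than a set level, cut at about -70% in these data; inconclusive = activity change between two set negative limits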; also: % is scaled to controls: 0 for no effect and ±100 for the full control effect
Target sequence (P16473 whole entry, looked up): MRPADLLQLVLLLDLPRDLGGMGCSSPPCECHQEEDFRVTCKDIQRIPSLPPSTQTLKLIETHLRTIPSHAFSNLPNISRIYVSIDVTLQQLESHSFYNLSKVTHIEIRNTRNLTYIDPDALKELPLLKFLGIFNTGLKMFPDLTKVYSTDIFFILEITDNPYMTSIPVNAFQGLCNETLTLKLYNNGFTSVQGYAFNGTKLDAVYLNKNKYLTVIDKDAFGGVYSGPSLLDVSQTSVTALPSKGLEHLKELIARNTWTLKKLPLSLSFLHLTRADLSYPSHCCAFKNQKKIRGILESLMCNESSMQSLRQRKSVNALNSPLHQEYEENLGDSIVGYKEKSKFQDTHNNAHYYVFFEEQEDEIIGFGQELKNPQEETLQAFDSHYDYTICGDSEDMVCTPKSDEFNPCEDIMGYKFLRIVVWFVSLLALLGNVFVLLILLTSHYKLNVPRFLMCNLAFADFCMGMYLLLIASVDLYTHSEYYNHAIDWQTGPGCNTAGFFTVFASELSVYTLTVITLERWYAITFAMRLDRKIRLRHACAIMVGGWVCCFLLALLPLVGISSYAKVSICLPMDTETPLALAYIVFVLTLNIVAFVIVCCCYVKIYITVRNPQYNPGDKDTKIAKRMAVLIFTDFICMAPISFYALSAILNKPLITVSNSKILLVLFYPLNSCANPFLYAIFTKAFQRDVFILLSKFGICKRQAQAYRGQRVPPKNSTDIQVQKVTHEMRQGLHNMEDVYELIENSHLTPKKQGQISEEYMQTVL
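Read-out is FRET at 665 nm (cryptate excitation 337 nm) from a cryptate-tagged anti-cAMP antibody, competed by cell cAMP against cAMP-d2. Compounds are tested on freshly harvested TSHR cells challenged with 4nM TSH (EC80) for 2 hours at 37 deg C.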
Menin MLL FP TR: inhibitors of human menin-MLL interaction, mutant MLL peptide; Potency, µM (titrated, usually from 61.6 µM), for the others: at the top dose FP activity change, negative = inhibition, hits mostly inhibitors; hit rate 0.23% among 270,000; O00255; Menin + Texas Red MLL mutant peptide, fluorescence polarization; AID 1768; active = well fitted inhibition curve with a large enough effect in the polarisation, with a control signal flat, not every such curve was filed as active; inconclusive = small, poorly fitted or top-dose-only effect, or effect the other way, or a change in a side signal; inactive = no such curve, though single readings can be large or run the other way; the % refers to the polarisation; also: potency is read from the fitted curve at half-maximal effect; % of control where 0% means no effect; many of its hits are not listed in these tables
Integrin act MD: integrin-mediated muscular dystrophy alleviation activation. Potency, µM (doses to about 38.3 µM), for inactives: at the highest dose activation, actives largely listed as activators. alpha7betagal myoblasts, beta-gal FDG fluorescence, 48 h. AID 624291. hit rate 0.064% among 350,000;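 also: potency is read from the fitted curve at half-maximal effect; 100% = response of the positive control SU9516; nearly all actives have a fitted effect of over 60% in size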
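alpha7betagal+/- myoblasts (passage 13, 250/well) treated 48 h at 37C with compounds at 1:260 dilution of DMSO stock. Lysed, then beta-galactosidase activity read as FDG fluorescence (ex 480/em 540) after 30 min, with pre-read for autofluorescence.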
MLL CXXC-DNA inh: blocks binding of human MLL CXXC domain to DNA; Potency, µM (titrated, usually from 115 µM), for inactives: top-dose activity change, negative = inhibition, hits mostly inhibitors; Q03164; MLL-CXXC / FITC-HOXA9 DNA fluorescence polarization; hit rate 0.037% among 290,000; active = well fitted inhibition curve with a large enough effect in the polarisation, with a control signal flat, not every such curve was filed as active; inconclusive = small, poorly fitted or top-dose-only effect, or effect the other way, or a change in a side signal; inactive = no such curve, though single readings can be large or run the other way; the % refers to the polarisation; also: potency is read from the fitted curve at half-maximal effect
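Fluorescence polarization: 7 uM MLL-CXXC (stock) preincubated 5 min with compounds, then 50 nM fluorescein-HOX-A9 DNA (stock) added; 30 min ambient. Buffer 50 mM Tris-HCl pH 7.5, 50 mM NaCl, 1 mM DTT, 0.05% BSA.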
A-T KAP1 phos: potential ataxia-telangiectasia treatment | […] A-T fibroblasts, KAP-1 phosphorylation AlphaLISA; neocarzinostatin DNA damage 30 min before lysis | Potency, µM (doses to about 57.5 µM), inactives show top-dose activation, actives largely listed as activators | hit rate 0.19% among 320,000; also: potency is read from the fitted curve at half-maximal effect; % of control where 0% means no effect; nearly all actives have a fitted effect of over 45% in size
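ATM-like activity read as KAP-1 phosphorylation via AlphaLISA donor/acceptor antibody pairs after lysis and 6 hr at 25C. Cells were ATM-null patient fibroblasts ([…], hTERT), dosed 60 min, then exposed to the DSB inducer NCS for 30 min.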
ASM inhibitor: blocks human secretory acid sphingomyelinase; Potency, µM (doses to about 57.5 µM), for the others: at the highest dose activity change, negative = inhibition, usual class: inhibitors; P17405; AID 504937; hit rate 0.006% among 340,000; placental ASM, HMU-PC fluorogenic substrate, 60 min; also: potency is read from the fitted curve at half-maximal effect
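Fluorescence read-out (Ex 386 nm, Em 447 nm) after stopping the reaction at pH 10. Enzyme: ASM from human placenta; substrate HMU-PC0, 9 uM final; 60 min, 37 °C. Compound preincubation 10 min, ambient temperature.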
PTAP TSG101 blk: blocks PTAP/TSG101 interaction to inhibit HIV-1 budding; Q99816; Fluorescence polarization, FITC-PTAP peptide / Tsg101 binding; Potency, µM (titrated, usually from 115 µM), without a hit: top-dose activity change, negative = inhibition, usual class: inhibitors; 340,000 tested, under 10 active; active = well fitted inhibition curve with a large enough effect in the main read-out, with a control signal flat, not every such curve was filed as active; inconclusive = small, poorly fitted or top-dose-only effect, or effect the other way, or a change in a side signal; inactive = no such curve, though single readings can be large or run the other way; also: potency is read from the fitted curve at half-maximal effect; % of control where 0% means no effect
Target sequence (Q99816 whole entry, looked up): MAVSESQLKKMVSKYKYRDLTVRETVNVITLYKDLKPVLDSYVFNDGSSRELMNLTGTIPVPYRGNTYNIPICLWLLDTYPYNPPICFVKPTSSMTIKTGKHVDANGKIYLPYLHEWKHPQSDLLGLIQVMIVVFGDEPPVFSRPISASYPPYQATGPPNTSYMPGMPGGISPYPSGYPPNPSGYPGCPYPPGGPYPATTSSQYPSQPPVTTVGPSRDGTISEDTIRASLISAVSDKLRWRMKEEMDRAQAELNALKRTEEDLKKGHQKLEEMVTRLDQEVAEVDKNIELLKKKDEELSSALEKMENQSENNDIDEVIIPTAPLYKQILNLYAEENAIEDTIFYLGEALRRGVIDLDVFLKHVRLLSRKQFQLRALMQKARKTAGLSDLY
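Fluorescence anisotropy tracks displacement of a FITC-tagged PTAP peptide (50 nM) from the Tsg101 binding domain (10 uM), following a 20 min room-temperature incubation at pH 7.5.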
Mito fusion act: inhibitors of mitochondrial division or activators of mitochondrial fusion. S. cerevisiae fusion-defective mutant growth rescue, CellTiterGlo 48 h. Potency, µM (titrated, usually from 46.1 µM), for the others: top-dose growth rescue (activation), usual class: activators. hit rate 0.23% among 320,000;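 also: potency is read from the fitted curve at half-maximal effect; % of control where 0% means no effect; nearly all actives have a fitted effect of over 45% in size; temperature-sensitive fusion mutants such as fzo1-1 at 37 °C on non-fermentable ethanol glycerol medium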
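Luminescent cell viability in 1536-well qHTS format served as the measure of rescued growth in ts fusion-mutant S. cerevisiae cultured on non-fermentable YPEG for 48 hours at 37C.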
TCR activator: T cell receptor activation | primary human leukocytes, anti-CD3, IL-2 HTRF, 48 h | Potency, µM (titrated, usually from 9.22 µM), inactives show top-dose activation of IL-2 secretion, most hits filed as activators | 330,000 tested, under 10 active; also: % of control where 0% means no effect
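IL-2 produced over 48 hr by a-CD3 bead-stimulated primary human leukocytes exposed to compounds was detected with a homogeneous time-resolved FRET immunoassay, 665nm acceptor signal after 320nm excitation.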
Starred values were filed as active, the others as inactive; ? = inconclusive; · = not tested or not shown; [ ] = dose if it differs, or a comment. Unless noted, calls follow the shape of the dose curve; as a rule, active = well fitted curve in the direction sought with a large enough effect; inconclusive = small, poorly fitted or top-dose-only effect, or another doubt; inactive = no such curve, though single readings can be large; an effect the other way counts as inactive or inconclusive. A portion of the library; rates above refer to the full screens.

SMILES	MBNL1-CUG inh	TSHR antag	Menin MLL FP TR	Integrin act MD	MLL CXXC-DNA inh	A-T KAP1 phos	ASM inhibitor	PTAP TSG101 blk	Mito fusion act	TCR activator
CCOC(=O)c1ccc2c(c1)C(=O)N(C1CCCCC1)C2=O	10%	-2	7%	-3%	5%	-1%	-3%	-1%	-4%	5%
O=C(O)CCCCCN1C(=O)/C(=C/c2ccncc2)SC1=S	24%	-3	-1%	-42%[inhibitor]	-9%	-4%	0%	-2%	2%	-6%[46.1 µM]
COc1cc(OC)cc(C(=O)NNC(=S)Nc2ccc(S(N)(=O)=O)cc2)c1	?	33	?	?	-12%	-7%	3%	0%	0%	2%
O=C1NCCN1Cc1ccc(Cl)cc1	-5%	1	1%	5%	3%	1%	2%	-6%	3%	·
CNC(=O)C1CC(=O)N(CCCc2ccccc2)C(=Nc2ccccc2)S1 (centres undefined)	-1%	-5	4%	12%	15%	·	0%	-5%	13%	-22%
CCOC(=O)C(=O)NCC(c1cccs1)S(=O)(=O)c1ccc(Cl)cc1 (centres undefined)	0%	15	14%	7%	8%	3%	-1%	-1%	7%	5%
Cc1ccc(C(=O)OCC(=O)Nc2cc(S(C)(=O)=O)ccc2Cl)cc1S(=O)(=O)N1CCCCC1	-7%	-17	2%	4%	9%	14%	-7%	·	-2%	0%
FC(F)(F)COc1ccc(-n2ccnc2)nn1	-3%	4	2%	?	9%	2%	6%	-2%	-4%	3%
Cc1cc(C(=O)NCC(c2cccs2)N2CCOCC2)ccc1[N+](=O)[O-] (centres undefined)	?	17	·	-10%	6%	8%	-1%	-2%	1%	1%
CCCCOc1ccc(C(=O)Oc2cc(C)[nH]c(=O)c2[N+](=O)[O-])cc1	-4%	-17	·	-5%	19%	-11%	-1%	1%	2%	-3%
CC(=O)Nc1nc2c(F)cccc2s1	·	·	·	-9%	·	·	6%	-1%	·	-2%
O=C(CSc1ncnc2c1oc1ccccc12)Nc1nc2ccccc2s1	5%	1	-15%	-27%	10%	?	-2%	2%	3%	6%
Clc1ccc(Oc2cccc(/C=N/n3cnnc3)c2)cc1	-9%	10	7%	-21%	-24%	·	-15%	0%	6%	-1%
O=C(c1ccc(C#CC2(O)CCCCC2)cc1)N1CCN(Cc2ccccc2)CC1	8%	5	-21%	-18%	-1%	6%	0%	-2%	-4%	-6%
CCOc1ccccc1OCCCC(=O)Nc1cccc(S(=O)(=O)N2CCOCC2)c1	·	-6	·	-5%	·	6%	1%	1%	0%	-3%
Cc1ccccc1-n1nc(C)c(N=O)c1N	?	-11	6%	-6%	?	2%	3%	-5%	-1%	4%
Cc1cc(-c2nnc(CCC(=O)NC(C)c3cccc4ccccc34)o2)no1 (centres undefined)	-11%	5	2%	14%	-1%	9%	-2%	-1%	-3%	-3%
COc1ccc(NC(=O)CN2CCN(C(=O)N3CCOCC3)CC2)cc1	0%	4	18%	9%	9%	3%	-4%	-7%	-17%	-1%
CSCC[C@H](NC(=O)[C@H]1CC[C@H](CNC(=O)[C@@H](N)Cc2ccccc2)CC1)C(=O)O	-4%	20	-1%	44%	46%[activator]	16%	-1%	-1%	-1%	1%
CCc1ccc(C(O)(CC(C)C)C(CN2CCOCC2)c2ccccc2)cc1 (centres undefined)	-2%	-3	?	-47%[inhibitor]	2%	?	0%	-13%	1%	-4%
Cc1cccnc1CN1CCN(C(=O)CCc2nnc(CCc3ccccc3)o2)CC1	9%	4	-3%	0%	19%	1%	3%	-2%	1%	-1%
COc1cc(S(=O)(=O)Nc2c(C)nn(C)c2C)ccc1NC(C)=O	·	3	·	-11%	·	2%	·	-2%	0%	-6%
CC(=O)N(Cc1nc2sc(C)c(C)c2c(=O)[nH]1)C1CCCC1	4%	-5	?	-28%	6%	2%[11.5 µM]	5%	-1%	-1%	·
O=C(COC(=O)CCc1ccc(S(=O)(=O)N2CCOCC2)cc1)Nc1cccc(Cl)c1	-12%	5	?	0%	3%	18%	-3%	0%	1%	-2%
O=C(Nc1ccncc1)c1cc(S(=O)(=O)N2CCCC2)ccc1Cl	·	·	·	?	·	4%	-3%	-8%	·	-12%

Further compounds.
SMILES	MBNL1-CUG inh	TSHR antag	Menin MLL FP TR	Integrin act MD	MLL CXXC-DNA inh	A-T KAP1 phos	ASM inhibitor	PTAP TSG101 blk	Mito fusion act	TCR activator
CCCNC(=O)c1cccc(Cn2cc(Br)c([N+](=O)[O-])n2)c1	12%[11.5 µM]	-3	-1%	12%	3%	3%	4%	-10%	-15%	-6%[46.1 µM]
Cc1nnc(NC(=O)c2ccc(S(=O)(=O)N3CC(C)CC(C)C3)cc2)o1 (centres undefined)	-4%	-14	?	-29%	-6%	-4%	7%	-4%	31%	-1%
Cc1c(C(=O)O)sc2nc(SCC(=O)Nc3ccc(S(=O)(=O)NC(C)(C)C)cc3)[nH]c(=O)c12	?	17	24%	-26%	?	2%	2%	-2%	-5%	3%
COc1ccccc1C(=O)N1CCN=C1SCc1cccnc1	-3%	-3	3%	-10%	-9%	-7%	5%	-11%	-3%	10%
O=C(CNC1CCCCC1)NCC1(c2ccccc2)CCCC1	5%	-24	-22%	-47%[inhibitor]	-2%	1%	-1%	-1%	13%	0%
Cc1cc(C)nc(N2CCC(C(=O)NCc3cccc(C(F)(F)F)c3)CC2)n1	-5%	-6	-9%	19%	8%	9%	1%	0%	-2%	4%
CCN1CCN(C2=CC3=CC(=C(C#N)C#N)CCC3CC2)CC1 (centres undefined)	?	-22	0%	-190%[inhibitor]	?	-3%	-23%	?	1%	1%
COc1ccccc1C=NN1CCCCCC1	·	·	·	9%	·	·	5%	-2%	·	2%
COc1cc(C(=O)NCc2cccnc2)ccc1OCC(=O)Nc1cccc(C(F)(F)F)c1	·	·	·	-44%	·	-10%	-2%	1%	-1%	-1%
Cc1ccc(C(=O)OCc2cc(=O)n3c(C)csc3n2)s1	·	-7	·	-4%	·	0%	-2%	-5%	-6%	2%
O=C(NC1CCCC1)C(c1ccc(F)cc1)N(Cc1ccc(F)cc1)C(=O)CCl (centres undefined)	2%	-3	-1%	-49%[inhibitor]	4%	-10%	5%	0%	0%	0%[46.1 µM]
Fc1ccc(NC(=S)N/N=C/c2ccc(F)c(F)c2)cc1	-5%	-3	7%	-20%	-6%	1%	-4%	-1%	-15%	0%
COc1ccccc1C(=O)Nc1cc2cc(Br)ccc2oc1=O	?	7	10%	10%	13%	2%	0%	-3%	-3%	1%[46.1 µM]
Cc1ccc(-c2csc3ncnc(SCC(=O)NCc4ccc5c(c4)OCO5)c23)cc1	-14%	-5	7%	-34%	11%	-2%	-6%	0%	-5%	-8%
COc1ccnc(Oc2ccc(F)cc2)c1C#N	1%	2	28%	?	0%	-1%	0%	-1%	21%	-4%
C/C=C(\C)C(=O)NCCN1C2=NC[C@H](C(C)C)N2C[C@H]1Cc1ccc(O)cc1	-4%	2	-11%	8%	-17%	3%	5%	1%	-1%	0%
CCN1CCCC(OC(=O)C(c2ccccc2)c2ccccc2)C1 (centres undefined)	·	8	5%	·	·	20%	-2%	-8%	0%	4%
CC(=O)Nc1ccc(C=NNc2ccc(S(=O)(=O)Nc3ccccc3C(=O)O)cc2[N+](=O)[O-])cc1	·	-22	·	10%	·	7%	?	-5%	·	2%
CCC(C(=O)NCCc1ccc(OC)cc1OC)n1nc(C)n2c(cc3occc32)c1=O (centres undefined)	-3%	7	-14%	-23%	4%	-5%	1%	3%	4%	-2%
Cc1cc(C)c2nc(N3CCC(C(=O)N4CCN(c5ncccn5)CC4)CC3)sc2c1	0%	-5	-3%	9%	-17%	·	-8%	-1%	-1%	0%
N#CCC1c2ccccc2CCN1C(=O)Nc1ccc(Cl)cc1 (centres undefined)	0%	-14	31%[activator]	-13%	-3%	6%	-1%	-10%	22%	·
Cc1ccc2sc(N(CCN(C)C)C(=O)/C=C/c3cccs3)nc2c1C	-2%	4	·	2%	33%[activator]	0%	-3%	-8%	1%	2%
COC(=O)CCC(=O)NC(=S)Nc1c(C)cccc1C	?	-11	-2%	8%	-10%	-7%	5%	-3%	-3%	3%[46.1 µM]
COC(=O)c1cccc(C(=O)N2CCC(CCC(=O)NCc3ccc(F)cc3)CC2)c1	0%	3	-1%	19%	-8%	0%	4%	-3%	-8%	1%
O=C(O)C1=NN(c2ccccc2)C(=O)C1	·	-7	·	12%	-14%	-2%	0%	-2%	-3%	3%
CC(=O)Nc1ccc(NC(=O)C(C)OC(=O)C2CCN(S(=O)(=O)c3ccc4c(c3)OCCO4)CC2)cc1 (centres undefined)	·	-2	·	12%	·	5%	4%	-4%	1%	-3%
